tim10-1 inh = inhibits growth of tim10-1 mutant yeast; AID 463190; S. cerevisiae tim10-1 ts strain growth, BacTiter-Glo, 24 h; actives 2.2% (n = 330,000); inhibition, % at 20 µM;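 active = inhibition of at least 40%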;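 note: mutant grown at 25 °C; 0% = DMSO wells with yeast and 100% = wells holding no yeast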
tim23-1 inh = inhibits growth of tim23-1 mutant yeast; S. cerevisiae tim23-1 growth, BacTiter-Glo luminescence, 24 h; inhibition, % at 20 µM; actives 1.3% (n = 330,000); AID 463212;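 active = growth inhibition of the mutant yeast at or above 50%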;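 note: temperature-sensitive mutant grown at 25 °C; plate controls were DMSO-treated mutant yeast for no effect and medium wells lacking yeast for full effect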
UPR XBP1 act = activators of adaptive arm of unfolded protein response (XBP1) | activation, % at 20 µM | AID 463104 | CHO-XBP1 luciferase reporter, IRE1-XBP1 UPR activation, luminescence; percent of tunicamycin response, DMSO as zero | actives 0.33% (n = 330,000);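 active = versus positive control, 20 µM dose yields 30% or more activation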;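 note: 100% = tunicamycin at 10 µg/mL and 0% = DMSO only wells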
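Material: CHO-XBP1 cells stably carrying IRE1-XBP1-driven luciferase reporter | Medium: F12 with 10% serum | Compound dosing: 20 µM single concentration, DMSO 1% | Incubation: Overnight seeding at 37 °C, 6 h compound treatment at 37 °C | Detection: Steady-Glo luminescence read | Read-out basis: % activation of reporter signal versus tunicamycin and DMSO controls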
NLRP3 yeast inh = inhibitors of NALP3 inflammasome in yeast; Yeast reconstituted NLRP3/ASC/caspase-1, beta-gal luminescence, 24 h; actives 0.39% (n = 330,000); inhibition, % at 10 µM; AID 2825;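 active = inhibition of 50% or more; inactive = inhibition below 50%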;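 note: plate controls were induced DMSO wells for no effect and uninduced yeast grown without galactose for full effect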
Mdm2 MdmX PPI = disrupts the human Mdm2-MdmX interaction; SaOS-2 split-luciferase Mdm2/MdmX complementation, luminescence; actives 3% (n = 330,000); AID 485346; O15151+Q00987; inhibition, % at 8 µM;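 active = inhibition of at least 50% at 8 µM in the primary screen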
Target sequence (O15151 whole entry, looked up): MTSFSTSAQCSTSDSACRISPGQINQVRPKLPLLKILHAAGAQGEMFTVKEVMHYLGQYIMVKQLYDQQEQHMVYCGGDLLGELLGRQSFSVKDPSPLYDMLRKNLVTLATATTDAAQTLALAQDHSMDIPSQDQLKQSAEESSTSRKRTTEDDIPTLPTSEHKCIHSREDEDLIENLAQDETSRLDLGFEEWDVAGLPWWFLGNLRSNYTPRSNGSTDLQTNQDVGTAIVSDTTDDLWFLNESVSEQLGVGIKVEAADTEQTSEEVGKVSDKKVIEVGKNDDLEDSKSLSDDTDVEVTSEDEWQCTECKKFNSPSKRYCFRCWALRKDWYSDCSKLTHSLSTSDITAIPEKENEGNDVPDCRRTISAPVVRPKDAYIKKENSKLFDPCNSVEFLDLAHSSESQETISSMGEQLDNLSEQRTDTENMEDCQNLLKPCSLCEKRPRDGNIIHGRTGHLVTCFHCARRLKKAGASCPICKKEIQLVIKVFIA
Target sequence (Q00987 whole entry, looked up): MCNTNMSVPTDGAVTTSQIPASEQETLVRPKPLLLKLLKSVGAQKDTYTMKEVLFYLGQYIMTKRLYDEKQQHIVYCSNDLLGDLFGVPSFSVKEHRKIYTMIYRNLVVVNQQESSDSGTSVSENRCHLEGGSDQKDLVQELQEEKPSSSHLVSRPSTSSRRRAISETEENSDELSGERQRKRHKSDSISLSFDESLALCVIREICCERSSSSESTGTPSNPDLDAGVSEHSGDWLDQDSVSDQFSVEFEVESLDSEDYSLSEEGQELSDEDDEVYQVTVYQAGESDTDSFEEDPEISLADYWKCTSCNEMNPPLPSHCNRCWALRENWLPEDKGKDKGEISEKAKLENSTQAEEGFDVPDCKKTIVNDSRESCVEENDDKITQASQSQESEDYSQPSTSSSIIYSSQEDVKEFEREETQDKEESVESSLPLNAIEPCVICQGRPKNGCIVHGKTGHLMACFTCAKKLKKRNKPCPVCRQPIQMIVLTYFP
CHOP UPR activ = activators of apoptotic arm of unfolded protein response (CHOP). CHO-CHOP luciferase reporter, UPR activation, luminescence; percent of tunicamycin response over DMSO baseline. activation, % at 10 µM. actives 0.34% (n = 330,000). AID 449763;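 active = at 10 µM dose, activation of 40% or more, normalized to positive control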;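 note: 100% = tunicamycin at 10 µg/mL and 0% = DMSO alone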
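assay system = CHO CHOP reporter cells | amount = 500 CHO-CHOP cells per well | buffer or medium = F12 with 10% FBS | incubation = 16-18 h cell attachment, then 6 h compound exposure, 37 °C | detection = luminescence read with Steady-Glo | read-out = percent activation relative to tunicamycin control | controls = tunicamycin high control, DMSO low control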
TIM10 inh = TIM10 yeast growth inhibition; S. cerevisiae TIM10 strain growth, BacTiter-Glo luminescence, 24 h; inhibition, % at 10 µM; actives 1.4% (n = 330,000);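 active = inhibition of 40% or more at the single tested concentration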;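 note: wild-type TIM10 isogenic control strain grown at permissive 25 °C; 0% = DMSO yeast wells and 100% = minimal medium wells without yeast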
GRIN3A LBD mod = modulators (binders) of human NR3A ligand-binding domain; actives 2.5% (n = 340,000); Tm shift relative to glycine control, % at 25 µM; NR3A LBD differential scanning fluorimetry, Tm shift; 0% = protein alone, 100% = glycine-bound protein;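 active = melting temperature shift of at least 10% of the positive control shift, at one fixed dose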
APJ agonist = activates the human apelin receptor APJ | P35414 | CHO-K1 APJ PathHunter beta-arrestin, luminescence; 0% DMSO wells, 100% apelin | activation, % at 20 µM | actives 0.11% (n = 330,000) | AID 2520;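 active = activation more than six SD over the plate average, tested at 20 µM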;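 note: 0% = DMSO alone and 100% = apelin-13 at 10 nM; some results filed as inactive read as strong as hits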
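Test system: CHO-K1 APJ beta-arrestin complementation cell line | Compound: Single test compound dose, 20 µM final, 1% DMSO | Incubation: Compound 90 min 25 °C, reagent 1 h | Measured by: beta-gal luminescence | Read-out basis: APJ–arrestin association signal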
The depositor's hits bear a star.

Results follow in this order: tim10-1 inh | tim23-1 inh | UPR XBP1 act | NLRP3 yeast inh | Mdm2 MdmX PPI | CHOP UPR activ | TIM10 inh | GRIN3A LBD mod | APJ agonist
> O=C(CN1CCN(CC(=O)Nc2ccccc2F)CC1)Nc1cccc(F)c1
→ 15 | 4 | -2 | 18 | 10 | 2.0 | -3 | -1 | -1
> O=C(NCc1ccccc1)c1cccc(S(=O)(=O)NCc2ccccc2)c1
→ 34 | 4 | -2 | 12 | 19 | -0.5 | -9 | -7 | -2
> Cc1ccc(NC(=O)Cn2cnc3cc([N+](=O)[O-])ccc3c2=O)cc1
→ -23 | -15 | -2 | 31 | 7 | 0.6 | 2 | -3 | 11
> COc1cc(OC)c(NS(=O)(=O)c2cc3[nH]c(=O)c(=O)[nH]c3cc2C)cc1Cl
→ -3 | 6 | -1 | 7 | -4 | -0.3 | -2 | -3 | -2
> CCS(=O)(=O)N1CCC(C(=O)NCCCOC)CC1
→ -3 | 16 | -4 | 23 | 15 | 0.2 | 3 | 1 | -5
> CCOc1ccc(NC2c3ccccc3C(=O)N2Cc2ccco2)cc1 (stereo not given)
→ 21 | 27 | -2 | 21 | -9 | 0.1 | 2 | 5 | -7
> Cc1cnc(C(=O)Nc2nnc(C3CC3)s2)cn1
→ 10 | 5 | 2 | -23 | -27 | -1.4 | 12 | 1 | -2
> COc1ccc(Cl)cc1NC(=O)COC(=O)CCCN1C(=O)c2ccccc2C1=O
→ 17 | 38 | -1 | 19 | -18 | 0.0 | 17 | 0 | 0
> Cc1ccc(S(=O)(=O)NCc2ccccc2)cc1C(=O)N1CC(C)CC(C)C1 (stereo not given)
→ 19 | 35 | -3 | 22 | 27 | 1.0 | 7 | -1 | -7
> Cc1ccc(S(=O)(=O)N(C)CC(=O)NCCCc2ccccc2)cc1
→ 12 | 28 | -1 | 16 | 9 | -1.3 | -7 | 1 | -2
> COc1ccc(CCNC(=O)[C@@H](NC(=O)N2CCn3c2nc2ccccc23)C(C)C)cc1OC
→ 10 | 3 | -8 | -1 | 18 | 0.8 | 2 | -1 | -6
> CCCc1ccc(C(=O)CCC(=O)NNC(=O)c2ccncc2)cc1
→ 4 | -5 | -1 | 15 | 3 | -1.5 | 0 | -19 | -1
> CC(=O)c1ccc(N(C(=O)CNC(=O)c2ccco2)C(C(=O)NC2CCCC2)c2ccncc2)cc1 (stereo not given)
→ -7 | 14 | -1 | 7 | -17 | 0.2 | 11 | -1 | 1
> COc1ccccc1C(=O)N1CCN(c2cccc(Cl)c2)CC1
→ -1 | 14 | 1 | 22 | 47 | -0.9 | -2 | -1 | -1
> COc1ccc(N/C=C/C(=C(C#N)C#N)N(C)C)cc1
→ 8 | 5 | 0 | 10 | 5 | -2.1 | -9 | 1 | -2
> O=C(c1ccc(Cl)cc1)c1oc2ccccc2c1CS(=O)c1ccc(Cl)cc1 (stereo not given)
→ 11 | 35 | -2 | 11 | -16 | 0.7 | 22 | -6 | -6
> Cc1nc2c(ccc3nc(NC(=O)Cc4cccc5ccccc45)sc32)s1
→ 55* | 60* | 10 | 15 | 6 | 1.4 | 40 | 3 | -1
> CCCCOc1ccc(C(=O)N/C(=C/C=C/c2ccccc2)C(=O)NCCCO)cc1
→ 28 | 11 | -1 | 3 | 10 | 0.1 | 9 | -2 | -4
> CSc1ncccc1C(=O)NCc1ccccc1Cl
→ 12 | 9 | 1 | 27 | -1 | 1.2 | -1 | 1 | -4
> COc1ccc(C(O)(C(C)C)C(CN2CCOCC2)c2ccccc2)cc1 (stereo not given)
→ 31 | 32 | 0 | 18 | 22 | -1.0 | 28 | 0 | -2
> COc1ccc(N2CCN(C(=S)Nc3ccccc3OC)CC2)cc1
→ 9 | 14 | -5 | 1 | 13 | 1.9 | 4 | 1 | -3
> Cc1ccc2c(c1)c1c(n2CC(O)Cn2nc(C)c(Br)c2C)CCCC1 (stereo not given)
→ 43* | 23 | -4 | -4 | 21 | -0.3 | 7 | 7 | -2
> CC(Oc1ccc(Br)cc1)C(=O)NCc1ccccn1 (stereo not given)
→ -3 | 5 | -1 | 15 | 7 | 1.7 | 11 | 0 | -3
> O=C(Nc1ccc(O)c(-c2nc3ccccc3s2)c1)C1=COCCO1
→ -14 | -6 | -1 | 26 | -8 | 3.2 | -9 | 8 | 1
> Cc1ccc(CN(CC(=O)NCc2ccc3c(c2)OCO3)C(=O)c2csnn2)cc1
→ 10 | 13 | 0 | 12 | -3 | 1.2 | 11 | 2 | 0
> COc1ccc(CN(C)C(=O)c2ccc3c(=O)n4c(nc3c2)CCC4)cc1
→ 22 | 15 | -4 | 5 | -6 | -0.2 | 6 | -1 | -2
> COC(=O)CCC(=O)CN
→ -10 | -9 | -8 | 1 | 5 | -1.2 | 1 | 1 | -4
> CCC(=O)Nc1nc2c(c(=O)[nH]1)CCCC2
→ -1 | 10 | 3 | 6 | 5 | -2.7 | -4 | -1 | -1
> CCN(C(=O)Cn1cnc2ccccc2c1=O)C1CCS(=O)(=O)C1 (stereo not given)
→ -3 | 8 | -4 | 7 | 9 | 0.3 | -5 | 0 | -4
> O=C(COC(=O)C1CC(O)CN1S(=O)(=O)c1ccc(Cl)cc1)c1ccccc1Cl (stereo not given)
→ 13 | 11 | -1 | 6 | -10 | 1.5 | 0 | -2 | -4
> Cc1nnc(N2C(=O)c3cccc4cccc(c34)C2=O)s1
→ 16 | 11 | -1 | -28 | 8 | 1.2 | 0 | -1 | -3
> CC(=O)Nc1ccc(S(=O)(=O)N2CCC(c3nc4ccc(C)cc4[nH]3)CC2)cc1
→ -8 | -9 | -1 | -13 | 34 | -0.8 | -1 | 2 | 1
> Cc1ccc2cccc(NC(=S)NC(=O)c3ccccc3)c2n1
→ 43* | 17 | 1 | 11 | -1 | 1.8 | 42* | -11 | -5
> CCN(c1ccc(OC)cc1)S(=O)(=O)c1ccc(-c2ccc(=O)[nH]n2)o1
→ -51 | -13 | -2 | 2 | 6 | -1.6 | -25 | 1 | -2
> CCOc1ccc(C(CC(=O)O)NC(=O)Cc2ccc(Cl)cc2)cc1 (stereo not given)
→ 16 | 13 | 4 | 1 | 0 | -0.9 | -12 | 1 | -1
> CCOC(=O)C1=C(C)N(CCCC(=O)NCc2ccc3c(c2)OCO3)C(=O)NC1c1ccc(Br)cc1 (stereo not given)
→ -6 | -4 | -5 | 4 | 6 | 0.3 | 3 | 2 | -5
> CN1CCCC(OC(=O)COc2ccc(Br)cc2)C1 (stereo not given)
→ 4 | 0 | -2 | 15 | 23 | 0.3 | -12 | 0 | -2
> COc1ccc(/C=C2\SC(=S)N(Cc3cccnc3)C2=O)cc1C
→ -10 | 20 | 1 | 8 | 59* | 3.0 | -12 | -1 | -2
> O=C(Nc1ccc2nc(-c3ccc(Br)o3)[nH]c2c1)c1ccco1
→ 7 | 57* | 3 | 11 | -12 | 7.4 | 38 | 10* | 3
> O=C(Cn1cnc([N+](=O)[O-])n1)N/N=C/c1ccccc1O
→ 16 | 15 | -2 | 31 | 1 | -1.4 | 0 | 0 | 0
> COc1ccccc1NC(=O)/C(C#N)=C/C=C/c1ccco1
→ 8 | 10 | 0 | 18 | 50* | 2.4 | 13 | -1 | 0
> CCOC(=O)CN(c1ccccn1)S(=O)(=O)c1ccccc1
→ 14 | 14 | -2 | 5 | 6 | 1.4 | 1 | 3 | -1
> O=C(NCc1ccco1)C1CC(=O)N(CCc2ccccc2)C1 (stereo not given)
→ 12 | 18 | 2 | 18 | 15 | 0.5 | 0 | 1 | -4
> COc1ccc2[nH]c(=O)c(CN(C(=O)c3ccncc3)C(C)(C)C)cc2c1
→ 3 | 19 | -6 | 13 | 16 | -2.4 | -5 | 0 | -1
> CCCC(c1nnnn1C1CCCC1)N1CCN(C(=O)c2ccco2)CC1 (stereo not given)
→ 12 | 23 | 0 | 17 | 26 | -1.0 | 7 | -8 | -1

Looked up one by one from the entries so far (7):
Results follow in this order: tim10-1 inh | tim23-1 inh | UPR XBP1 act | NLRP3 yeast inh | Mdm2 MdmX PPI | CHOP UPR activ | TIM10 inh | GRIN3A LBD mod | APJ agonist
> Cc1ccc2cccc(NC(=S)NC(=O)c3ccccc3)c2n1
→ 43* | 17 | 1 | 11 | -1 | 1.8 | 42* | -11 | -5
> CCOc1ccc(C(CC(=O)O)NC(=O)Cc2ccc(Cl)cc2)cc1 (stereo not given)
→ 16 | 13 | 4 | 1 | 0 | -0.9 | -12 | 1 | -1
> CCCC(c1nnnn1C1CCCC1)N1CCN(C(=O)c2ccco2)CC1 (stereo not given)
→ 12 | 23 | 0 | 17 | 26 | -1.0 | 7 | -8 | -1
> O=C(Cn1cnc([N+](=O)[O-])n1)N/N=C/c1ccccc1O
→ 16 | 15 | -2 | 31 | 1 | -1.4 | 0 | 0 | 0
> COc1ccccc1NC(=O)/C(C#N)=C/C=C/c1ccco1
→ 8 | 10 | 0 | 18 | 50* | 2.4 | 13 | -1 | 0
> COc1ccc2[nH]c(=O)c(CN(C(=O)c3ccncc3)C(C)(C)C)cc2c1
→ 3 | 19 | -6 | 13 | 16 | -2.4 | -5 | 0 | -1
> O=C(NCc1ccco1)C1CC(=O)N(CCc2ccccc2)C1 (stereo not given)
→ 12 | 18 | 2 | 18 | 15 | 0.5 | 0 | 1 | -4

Taken from above, two compounds:
Results follow in this order: tim10-1 inh | tim23-1 inh | UPR XBP1 act | NLRP3 yeast inh | Mdm2 MdmX PPI | CHOP UPR activ | TIM10 inh | GRIN3A LBD mod | APJ agonist
> Cc1nnc(N2C(=O)c3cccc4cccc(c34)C2=O)s1
→ 16 | 11 | -1 | -28 | 8 | 1.2 | 0 | -1 | -3
> CC(=O)Nc1ccc(S(=O)(=O)N2CCC(c3nc4ccc(C)cc4[nH]3)CC2)cc1
→ -8 | -9 | -1 | -13 | 34 | -0.8 | -1 | 2 | 1

(list continues)
Results follow in this order: tim10-1 inh | tim23-1 inh | UPR XBP1 act | NLRP3 yeast inh | Mdm2 MdmX PPI | CHOP UPR activ | TIM10 inh | GRIN3A LBD mod | APJ agonist
> CC(C)C1Oc2ccccc2N(CC(=O)N(Cc2ccccn2)C2CC2)C1=O (stereo not given)
→ 29 | 24 | -1 | 7 | -19 | -0.5 | -2 | -1 | -3
> O=C(COC(=O)c1ccc2c(c1Cl)C(=O)c1ccccc1C2=O)NC1CCCCC1
→ 17 | 10 | 8 | 16 | 13 | 0.0 | 4 | 0 | 9
> O=S(=O)(Nc1ccc(-c2ccc(N3CCOCC3)nn2)cc1)c1ccc(Cl)c(Cl)c1
→ -12 | 15 | -5 | 23 | 25 | 1.7 | -3 | 5 | 8
> O=C(CSc1nnc(-c2cccnc2)o1)Nc1cccc(F)c1
→ 3 | 17 | 0 | 28 | -108 | 4.4 | -4 | 3 | -3
> C/C(CC(C)(C)c1ccccc1)=N\NS(=O)(=O)c1ccccc1
→ 25 | 22 | -1 | 0 | -17 | -0.1 | -1 | 1 | -2

Source: PubChem
